miR-122 sensor: blocks miR-122 activity in Huh7 sensor cells; AID 602342; actives 0.3% (n = 340,000); activation (reporter increase), % at 12.5 µM; Huh7 miR-122 Renilla luciferase sensor, 48 h; neutral wells = 0, positive control = 100;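 active = mean replicate activation score at least 90 and every replicate individually at or above 90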;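 also: higher luciferase means less miR-122 activity so hits act as miR-122 inhibitors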
Active calls of the source: *. The list is partial; rates above refer to the full screens.

Cc1ccc(NC(=O)CSc2nnc(-c3ccncc3)n2N)cc1C was read as miR-122 sensor -2.
CC(=O)N(CCO)Cc1cc2cc(C)cc(C)c2[nH]c1=O was read as miR-122 sensor 1.
`CC(=O)Nc1cc(C(=O)N2CCc3ccccc3C2)ccc1Sc1ccc(F)cc1` gave miR-122 sensor -2.
CC1CCN(CCCCOc2ccc(C(=O)c3ccccc3)cc2)CC1 was read as miR-122 sensor 7.
For Cc1cc2c(ncn2C(C)C)c(N)c1C the results were miR-122 sensor -8.
O=C(O)CC(O)C(=O)O (configuration not stated) was read as miR-122 sensor 0.
Screening CSc1ccc(S(=O)(=O)Nc2ccc(F)cc2)cc1 returned miR-122 sensor 120*.
`CCc1cc(=O)oc2cc(C)c(CN3CCCC(C)C3)c(O)c12` (configuration not stated) gave miR-122 sensor -4.
Cc1ccc2cc3cc(C(=O)N4CCCCCC4)oc3nc2c1 was read as miR-122 sensor 4.
COc1ccccc1-c1nnc(Nc2nc3c(OC)cccc3s2)o1 was read as miR-122 sensor 49.
For O=C(CSCc1ccccc1)Nc1ccc(Cl)cn1 the results were miR-122 sensor -6.
`COc1ccc(NC(=O)CN2CCN(S(=O)(=O)c3ccc(C(C)C)cc3)CC2)cc1OC` gave miR-122 sensor 0.
`Cc1ccc(C)c(N2CCN(C(=O)c3ccc4nc(-c5ccco5)c(-c5ccco5)nc4c3)CC2)c1` gave miR-122 sensor 0.
`O=C1CN2C(=N1)N(Cc1ccccc1)c1ccccc12` gave miR-122 sensor -5.
`CCC(=O)n1nc(-c2cccnc2)nc1NCc1ccc(OC)cc1` gave miR-122 sensor -1.
O=C(Nc1nccs1)NC1CCCCC1 was read as miR-122 sensor 6.
For Cc1ccc(-n2nnnc2SCC(=O)Nc2c(C)n(C)n(-c3ccccc3)c2=O)cc1 the results were miR-122 sensor 1.
Screening CC(c1nnc(SCn2nnc3ccccc3c2=O)n1-c1ccc(Cl)cc1)N(C)C (configuration not stated) returned miR-122 sensor 1.
For COc1cc(C(=O)OC2CCCCC2=O)cc(OC)c1C (configuration not stated) the results were miR-122 sensor 0.
`CC(C)C(NC(=O)c1ccccc1)c1nnc(SCC(=O)Nc2nccs2)n1C` (configuration not stated) gave miR-122 sensor 7.
For CC1CCCCN1C(=O)c1cnn2c(C(F)(F)F)cc(-c3ccco3)nc12 (configuration not stated) the results were miR-122 sensor -2.
`COc1cccc(N2C(=O)C3CCCN3C2c2ccc(F)cc2)c1` (configuration not stated) gave miR-122 sensor 4.
For COc1ccc(Nc2nnc(SCc3cn4c(C)cccc4n3)s2)cc1 the results were miR-122 sensor 5.
`Cc1cc(C)nc(NC(=O)c2ccc(Cl)cc2[N+](=O)[O-])c1` gave miR-122 sensor -6.
COc1ccc(-n2c(C(C)n3nc(C)c([N+](=O)[O-])c3C)n[nH]c2=S)cc1 (configuration not stated) was read as miR-122 sensor 6.
CC(C)(C)NC(=O)C1Cc2ccccc2CN1C(=O)Nc1cccc(Cl)c1 (configuration not stated) was read as miR-122 sensor 1.
Cc1ccccc1C(=O)OC1OC(=O)C(Cl)=C1N1CCOCC1 (configuration not stated) was read as miR-122 sensor -1.
Cc1noc2ncnc(Oc3ccccc3)c12 was read as miR-122 sensor -8.
`COc1ccc(S(=O)(=O)NC(C)C(=O)Nc2ccccc2F)cc1` (configuration not stated) gave miR-122 sensor -3.
Screening Cc1ccc(-n2nc(C(=O)O)nc2-c2ccccc2)cc1 returned miR-122 sensor 0.
Cc1ccc(S(=O)(=O)N(C)c2ccc(C(=O)NCC3CCCO3)cc2)cc1 (configuration not stated) was read as miR-122 sensor -7.
`Cc1c(-c2c(C#N)c(N)nc3c2CCCCCC3)cnn1C` gave miR-122 sensor 8.
Screening Cc1ccccc1-n1c(SCc2c(C)noc2C)nnc1-c1cccnc1 returned miR-122 sensor -2.
Screening S=C(NCc1cccs1)Nc1ccccc1Cl returned miR-122 sensor -2.
`COc1cccc(CNC(=O)Nc2cccs2)c1` gave miR-122 sensor 6.
Screening CCn1c(COc2cccc3ccccc23)nnc1SCC(N)=O returned miR-122 sensor 6.
O=C(C(Cl)Cl)N1c2ccccc2OCC1c1ccccc1 (configuration not stated) was read as miR-122 sensor 13.
Cc1ccc(F)cc1NC(=O)c1cccc(N(C)C)c1 was read as miR-122 sensor -9.
For CC(=O)c1c(C)[nH]c(C(=O)OC2CCOC2=O)c1C (configuration not stated) the results were miR-122 sensor 3.
O=C(NCCc1ccccc1)c1cc2ncc(Br)cn2n1 was read as miR-122 sensor -1.
`Oc1ccc(-c2csc(NCc3ccco3)n2)cc1` gave miR-122 sensor -8.
Screening COC(=O)c1ccc(C(=O)OC)c(NC(=O)CCC(=O)O)c1 returned miR-122 sensor -4.
CC(=O)Nc1cccc(NC(=O)C2CCCN2C(=O)Nc2cccc(C)c2)c1 (configuration not stated) was read as miR-122 sensor -3.
Screening CC(=O)c1c(C)[nH]c(C(=O)CSc2nnc(CN3CCCCCC3=O)n2-c2ccccn2)c1C returned miR-122 sensor -2.
CC(C)(C)NC1=CC(=O)OC12CCCCC2 was read as miR-122 sensor -2.
Screening Cc1ccc(-c2noc(CCC(=O)NCCCN3CCN(c4cccc(Cl)c4)CC3)n2)cc1 returned miR-122 sensor -1.
Cc1sc2nc(SCc3ccccc3)n(Cc3ccco3)c(=O)c2c1C was read as miR-122 sensor 0.
CN(C)c1ccc(/C=C/C(=O)c2ccccc2)cc1[N+](=O)[O-] was read as miR-122 sensor -9.
For O=C(C1CCN(S(=O)(=O)N2CCC3(CC2)OCCO3)CC1)N1CCN(Cc2ccccc2)CC1 the results were miR-122 sensor 0.
Screening Cc1cc(S(=O)(=O)Nc2ccc(C(=O)N3CCN(C(=O)c4ccco4)CC3)cc2)ccc1F returned miR-122 sensor 7.
COc1ccc(/C=C/C(=O)c2sc(-c3ccccc3)nc2C)cc1 was read as miR-122 sensor -4.
Screening O=C(CN(Cc1ccccc1)C(=O)CCC(=O)Nc1nccs1)NCc1ccco1 returned miR-122 sensor -1.
For CCOC(=O)C1C(=O)CC(C)(O)C(C(=O)OCC)C1c1ccc(Br)cc1 (configuration not stated) the results were miR-122 sensor 3.
Screening CC(C)OC(=O)CSc1nnc(-c2ccc(C(C)(C)C)cc2)n1N returned miR-122 sensor -6.
COCCCNC(=S)Nc1ccc2c(c1)OCCO2 was read as miR-122 sensor 2.
`COC(=O)c1cc(Oc2ccc(C(=O)OC)cc2N)cc(C(=O)OC)c1` gave miR-122 sensor -1.
CCC12CN(C(=O)c3ccc(C)cc3)CC(CC)(CN(C(=O)c3ccc(C)cc3)C1)C2=O was read as miR-122 sensor 14.
`COc1ccc(CNC(=O)C(c2cccs2)N(Cc2ccco2)C(=O)Cc2cccs2)cc1` (configuration not stated) gave miR-122 sensor 6.
`Cc1cc(C(=O)N/N=C2\CC(=O)CC(C)(C)C2)c(C)n1-c1ccc(F)cc1` gave miR-122 sensor 0.
`C=C(C)COc1ccc(-c2nc(N)ncc2Oc2ccc(OC)cc2)c(O)c1` gave miR-122 sensor 4.
For N=c1n(CCN2CCOCC2)c2ccccc2n1CC(O)COc1ccccc1 (configuration not stated) the results were miR-122 sensor 2.
`Cc1ccc(S(=O)(=O)NC2=NCN(C3CCCCC3)CN2)cc1` gave miR-122 sensor -2.
For CC(c1ccco1)N(C(=O)C12CC3(C)CC(C)(CC(C)(C3)C1)C2)c1ccccn1 (configuration not stated) the results were miR-122 sensor 2.
Screening Cc1cccc2cc(CN(Cc3ccccc3)C(=O)N(C)C)c(=O)[nH]c12 returned miR-122 sensor 0.
For CCCn1c2c(c(O)c(C(=O)NCCCN(CC)CC)c1=O)CCCC2 the results were miR-122 sensor -1.
For C=CCn1c(-c2ccco2)n[nH]c1=S the results were miR-122 sensor -6.
`Cc1ccc(S(=O)(=O)N(C)CC(O)Cn2c3ccccc3c3ccccc32)cc1` (configuration not stated) gave miR-122 sensor 10.
Cc1ccc(C)n1NC(=O)c1ccc(Cl)cc1 was read as miR-122 sensor 5.
CCOc1ccc(Nc2oc(Cc3ccccc3)nc2C#N)cc1 was read as miR-122 sensor 3.
COc1ccc(-c2nnc3n2N=C(C)CS3)cc1OC was read as miR-122 sensor 1.
Cc1cc(C)nc(SCC(=O)Nc2ccc(S(=O)(=O)NCCO)cc2)n1 was read as miR-122 sensor 4.
Screening O=C(NCCOc1cccc(Oc2ccccc2)c1)c1cc(-n2cnnc2)ccc1Cl returned miR-122 sensor -1.
`CCCNC(=O)Cn1nc(C(F)(F)F)c2c1CCCC2` gave miR-122 sensor -2.
For COc1ccccc1-c1cc2ccccc2[nH]1 the results were miR-122 sensor 17.
`CCCOc1ccccc1N1C(=O)CC(N2CCOCC2)C1=O` (configuration not stated) gave miR-122 sensor 3.
`CCOC(=O)CSc1nc2cc(OC)ccc2cc1C#N` gave miR-122 sensor 9.
`COc1cccc(/C=N/n2c(N)c(S(=O)(=O)c3cccs3)c3nc4ccccc4nc32)c1` gave miR-122 sensor 3.
Screening CC1CCCC(C)N1C(=O)c1ccccc1Nc1ccc(SC(F)F)cc1 (configuration not stated) returned miR-122 sensor -11.
`CCOC(=O)c1ccc(NC(=O)c2ccc(NC(=O)c3ccccc3)cc2)cc1` gave miR-122 sensor -5.
CC(C)(C)C(=O)/C=C(\N)c1ccncc1 was read as miR-122 sensor -3.

Structural class, those above containing bromine.
O=C(NCCc1ccccc1)c1cc2ncc(Br)cn2n1 was read as miR-122 sensor -1.
For CCOC(=O)C1C(=O)CC(C)(O)C(C(=O)OCC)C1c1ccc(Br)cc1 (configuration not stated) the results were miR-122 sensor 3.

The listing continues.
Screening COc1ccc(OCCOC(=O)c2cccc(-n3cnnn3)c2)cc1 returned miR-122 sensor 2.
CCOC(=O)c1ccc(NC(=O)N2CCN(c3ccccn3)CC2)cc1 was read as miR-122 sensor 1.
Screening CCNC(=O)NC(=O)C(C)Sc1nc2ccccc2n1CC(C)C (configuration not stated) returned miR-122 sensor -5.
O=C(NCCc1ccccn1)C(F)(F)C(F)(F)C(F)(F)C(F)(F)C(F)(F)C(F)(F)C(F)(F)C(F)F was read as miR-122 sensor -1.
For CCn1c(C)cc2c(c1=O)C(c1ccc3c(c1)OCO3)C(C#N)=C(N)O2 (configuration not stated) the results were miR-122 sensor -2.
Cc1c(C)n(CCC#N)c2ccccc12 was read as miR-122 sensor -3.
`CC(=O)Nc1ccc(S(=O)(=O)N2CCC(NC(=O)C(Cc3cccn3C)NC(C)=O)CC2)cc1` (configuration not stated) gave miR-122 sensor -2.
CCN1C(=O)/C(=C\c2cccs2)C(C(=O)OC)=C1C was read as miR-122 sensor -3.
For O=C(O)CNCC1COc2ccccc2O1 (configuration not stated) the results were miR-122 sensor -12.
`CC(C)c1cc(C(C)C)c(S(=O)(=O)NNC(=O)c2ccncc2)c(C(C)C)c1` gave miR-122 sensor 1.
CCCCn1cnc2sc3c(c2c1=N)CCCC3 was read as miR-122 sensor 0.
CCc1n[nH]c2c1C(=O)CC(C)(C)C2 was read as miR-122 sensor -8.
COc1ccc(C)cc1S(=O)(=O)Nc1ccc(F)cc1 was read as miR-122 sensor 113*.
`O=C1CCCc2c1cc(-c1ccccc1)n2-c1ccccc1` gave miR-122 sensor -6.
`Fc1cccc(Cl)c1CSc1nnc(CN2CCOCC2)n1-c1ccccc1` gave miR-122 sensor 14.
For Cc1ccc(C)c(NC(=O)CSc2nnc(-c3ccccc3C)o2)c1 the results were miR-122 sensor 0.
Screening Cc1ccc2c(c1)cc(CN(Cc1cccnc1)C(=O)NCc1ccccc1)c1nnnn12 returned miR-122 sensor 3.
Screening O=C(Nc1ccc2oc(-c3ccccc3)nc2c1)c1ccccc1F returned miR-122 sensor -6.
For O=[N+]([O-])c1ccc(Cl)c(/C=N/N2CCN(Cc3ccc(Cl)cc3)CC2)c1 the results were miR-122 sensor -20.
`Cc1cc(O)c2c(c1)C(=O)[C@@]13Oc4c5c(c(O)c6c(O)cc(C)cc46)C(=O)C[C@H](O)[C@H]5[C@@H]1[C@@H](O)CC(=O)C3=C2O` gave miR-122 sensor -2.
For CC(=O)Nc1ccc(S(=O)(=O)N2CCC(NC(=O)c3ccco3)CC2)cc1 the results were miR-122 sensor 2.
`O=C(CCCSc1nnc(SCCCC(=O)c2ccc(F)cc2)s1)c1ccc(F)cc1` gave miR-122 sensor 7.
Screening CCN(CC)Cc1cc(C(C)=O)ccc1O returned miR-122 sensor 4.
Screening Cc1nn(Cc2ccc(Cl)cc2)c2sc(C(=O)OCC(N)=O)cc12 returned miR-122 sensor -5.

Among those listed so far, these contain an aryl methoxy group.
COc1ccccc1-c1nnc(Nc2nc3c(OC)cccc3s2)o1 was read as miR-122 sensor 49.
`COc1ccc(NC(=O)CN2CCN(S(=O)(=O)c3ccc(C(C)C)cc3)CC2)cc1OC` gave miR-122 sensor 0.
`CCC(=O)n1nc(-c2cccnc2)nc1NCc1ccc(OC)cc1` gave miR-122 sensor -1.
For COc1cc(C(=O)OC2CCCCC2=O)cc(OC)c1C (configuration not stated) the results were miR-122 sensor 0.
`COc1cccc(N2C(=O)C3CCCN3C2c2ccc(F)cc2)c1` (configuration not stated) gave miR-122 sensor 4.
For COc1ccc(Nc2nnc(SCc3cn4c(C)cccc4n3)s2)cc1 the results were miR-122 sensor 5.
COc1ccc(-n2c(C(C)n3nc(C)c([N+](=O)[O-])c3C)n[nH]c2=S)cc1 (configuration not stated) was read as miR-122 sensor 6.
`COc1ccc(S(=O)(=O)NC(C)C(=O)Nc2ccccc2F)cc1` (configuration not stated) gave miR-122 sensor -3.
`COc1cccc(CNC(=O)Nc2cccs2)c1` gave miR-122 sensor 6.
COc1ccc(/C=C/C(=O)c2sc(-c3ccccc3)nc2C)cc1 was read as miR-122 sensor -4.
`COc1ccc(CNC(=O)C(c2cccs2)N(Cc2ccco2)C(=O)Cc2cccs2)cc1` (configuration not stated) gave miR-122 sensor 6.
`C=C(C)COc1ccc(-c2nc(N)ncc2Oc2ccc(OC)cc2)c(O)c1` gave miR-122 sensor 4.
COc1ccc(-c2nnc3n2N=C(C)CS3)cc1OC was read as miR-122 sensor 1.
For COc1ccccc1-c1cc2ccccc2[nH]1 the results were miR-122 sensor 17.
`CCOC(=O)CSc1nc2cc(OC)ccc2cc1C#N` gave miR-122 sensor 9.
`COc1cccc(/C=N/n2c(N)c(S(=O)(=O)c3cccs3)c3nc4ccccc4nc32)c1` gave miR-122 sensor 3.
Screening COc1ccc(OCCOC(=O)c2cccc(-n3cnnn3)c2)cc1 returned miR-122 sensor 2.
COc1ccc(C)cc1S(=O)(=O)Nc1ccc(F)cc1 was read as miR-122 sensor 113*.
